High-throughput results (PubChem)
iPSC survival up: enhancers of single-cell hiPSC survival, primary screen, ATPlite luminescence. 0.044% of 360,000 active. AID 602274, 2012. 100% = ROCK inhibitor wells, 0% = DMSO. survival enhancement, % at 20 µM; in the data active = survival enhancement above about 18%;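 also: cells exposed to compounds for 16 hours before the ATP read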
Peg3 prom inh: Peg3 promoter-driven luciferase inhibitors, primary screen, cell-based, HeLa, luciferase luminescence; HeLa PEG-Prom luciferase reporter, overnight; inhibition, % at 20 µM; 1.7% of 360,000 active; AID 588405, 2011;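 active = inhibition of at least 50% at 20 µM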
TRPM1 prom inh: inhibitors of MITF-dependent TRPM1 promoter reporter, primary screen, cell-based, SK-MEL-5, single point, luciferase | inhibition, % at 12.5 µM | AID 488899, 2010 | SK-MEL-5 TRPM1 promoter luciferase, 24 h | 0.83% of 330,000 active;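 active = mean inhibition across replicates of 60% or more, whatever share of single replicates reaches that level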; also: values of inactives mirror those of a sister screen read the other way
NR2E3 ag-1: NR2E3 agonists in two-hybrid cells, primary screen, cell-based, luminescence, CHO-S, Gal4-NCOR/VP16-NR2E3 | 0.35% of 360,000 active | AID 602229, 2012 | luciferase | Photoreceptor-specific nuclear receptor (Homo sapiens), Q9Y5X4 | inhibition of corepressor binding, % at 3.98 µM;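 active = inhibition above the mean of all tested compounds plus 3 SD, cut at about 70% in these data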;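 also: 0% = DMSO with NR2E3 transfected cells and 100% = cells lacking NR2E3 construct; higher means lower luciferase signal from less NR2E3 corepressor binding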
Target sequence (Q9Y5X4 whole entry, looked up, the tested form may be a part): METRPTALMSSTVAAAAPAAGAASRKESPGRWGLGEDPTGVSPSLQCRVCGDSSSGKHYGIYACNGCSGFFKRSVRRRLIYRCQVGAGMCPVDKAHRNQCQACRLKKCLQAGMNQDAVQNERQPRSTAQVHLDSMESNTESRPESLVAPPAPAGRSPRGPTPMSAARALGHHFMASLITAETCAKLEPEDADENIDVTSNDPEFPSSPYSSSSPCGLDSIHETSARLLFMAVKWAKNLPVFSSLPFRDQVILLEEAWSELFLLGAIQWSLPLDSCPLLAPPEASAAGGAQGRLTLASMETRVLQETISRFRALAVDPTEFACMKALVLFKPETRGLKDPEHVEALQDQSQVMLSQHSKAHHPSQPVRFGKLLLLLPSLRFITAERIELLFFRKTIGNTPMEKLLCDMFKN
NR2E3 ag-2: inhibitors of NR2E3-RetCOR corepressor binding, primary screen, NR2E3 agonist project, biochemical, TR-FRET, GST-NR2E3, biotin-RetCOR. 1536-well. inhibition of corepressor binding, % at 4.78 µM. 0.12% of 320,000 active. AID 2300, 2010;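 active = percent inhibition above the cutoff of mean plus 3 SD of all tested compounds, set per screening campaign, cut at about 20% in these data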;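 also: 0% = DMSO wells and 100% = biotin wells as full block of FRET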
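Material: NR2E3–RetCOR corepressor complex / Incubation: Compound–protein incubation for 5 h at 4 °C / Dosing: compound at 4.8 µM, single dose / Detection: time-resolved FRET / Benchmarks: high control biotin, low control 0.6% DMSO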
CaV13 ICDI inh: Primary screen for inhibitors of IQ motif and Ca2+-dependent inactivation inhibitor domain binding in CACNA1D, Förster resonance energy transfer in living cells, …; inhibition, % at 12.3 µM; AID 743397; HEK cells, CFP/YFP FRET ICDI-IQ, plate reader, 10 min; percent FRET-ratio fall versus neutral wells; 0.098% of 340,000 active;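 active = mean replicate inhibition of at least 30% and at least 1% of replicates passing that level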;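 also: 0% = median of the neutral control wells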
PDI inh: inhibitors of human PDI, primary screen, biochemical, turbidity, single point, plate reader; Protein disulfide-isomerase (Homo sapiens), P07237; PDI insulin aggregation turbidity, A650, 90 min; inhibition, % at 10 µM; 0.052% of 350,000 active; AID 588391, 2011;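 active = mean inhibition across replicates of 30% or more, whatever share of single replicates reach that level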;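 also: absorbance from insulin aggregation driven by PDI reduction with DTT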
Target sequence (P07237 whole entry, looked up): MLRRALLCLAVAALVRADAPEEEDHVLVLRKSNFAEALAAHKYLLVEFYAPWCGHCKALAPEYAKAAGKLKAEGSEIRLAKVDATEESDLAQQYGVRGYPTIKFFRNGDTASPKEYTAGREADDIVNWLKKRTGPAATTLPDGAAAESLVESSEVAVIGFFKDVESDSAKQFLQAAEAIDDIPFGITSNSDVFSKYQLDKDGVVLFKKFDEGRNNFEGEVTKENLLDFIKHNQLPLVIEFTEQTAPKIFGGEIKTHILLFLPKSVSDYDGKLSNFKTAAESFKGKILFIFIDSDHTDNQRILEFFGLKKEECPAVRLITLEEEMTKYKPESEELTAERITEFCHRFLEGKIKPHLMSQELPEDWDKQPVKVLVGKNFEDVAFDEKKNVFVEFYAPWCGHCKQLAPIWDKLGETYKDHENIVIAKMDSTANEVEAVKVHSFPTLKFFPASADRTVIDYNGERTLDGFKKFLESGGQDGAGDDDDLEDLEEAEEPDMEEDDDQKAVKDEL
aDG glyco act: activators of alpha-DG glycosylation, primary screen, uHTS, Pro5-aDG cells, AlphaScreen; AID 624168, 2012; 0.22% of 360,000 active; alpha-DG glycosylation AlphaScreen (IIH6); 0% Pro5, 100% B10-LARGE cell signal; activation, % at 10 µM;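 active = activation of at least 8% versus controls, or a plate z-score of at least 8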;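 also: Pro5 are CHO cells carrying HIG-tagged alpha-DG that lacks glycosylation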
HIF-2a block: HIF-2a reporter inhibitors, primary screen, luminescence, 786-0 RCC cells; 0.72% of 360,000 active; 786-0 RCC cells HIF-2a reporter, luciferase luminescence, overnight; inhibition, % at 18.8 µM;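 active = inhibition of the luminescence signal of 40% or more relative to plate controls, in a single-dose primary screen at 18.75 µM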
Exocytosis inh: LAMP-1 surface exposure blockers, TALL-104 cells – cell-based, flow cytometry, MLPCN library, primary screen; TALL-104 LAMP-1 surface exposure; cells stimulated with thapsigargin and PMA; inhibition, % at 10 µM; 0.66% of 360,000 active;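 active = inhibition above about 55%, limit read from the data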
Vif imaging: HIV Vif self-association inhibitors, primary screen, imaging, HEK293T, single point; HEK293T cells, Vif self-association by quenched fluorescence, 24 h; inhibition, % at 7.49 µM; 0.35% of 340,000 active; AID 602346, 2012; in the data active = inhibition above about 50%, passing the limit was not always enough; also: some results filed as inactive read as strong as hits
Numbers without * were called inactive; / = not tested or not shown.

structure,iPSC survival up,Peg3 prom inh,TRPM1 prom inh,NR2E3 ag-1,NR2E3 ag-2,CaV13 ICDI inh,PDI inh,aDG glyco act,HIF-2a block,Exocytosis inh,Vif imaging
COc1ccc(Cn2cc([N+](=O)[O-])nc2C)cc1[N+](=O)[O-],-0.4,13.2,-1.6,30.9,-0.2,-20.5,9.0,0.1,15.6,-2.2,1.8
Cc1cc(O)cc(O)c1C(=O)Cc1ccccc1,2.5,-15.4,0.1,-2.8,1.2,-5.0,2.3,0.1,6.6,-4.6,-0.1
Cn1nnnc1NCc1cccc(Cl)c1Cl,1.2,1.5,4.3,-31.0,3.7,-5.0,5.6,0.0,8.1,-4.2,19.6
CCN(CC)C(=O)[C@H]1CC(CC(=O)NCCC2=CCCCC2)C(=O)N2CCc3c([nH]c4ccccc34)[C@]12C (stereo partly specified),0.8,-9.8,15.3,26.1,/,-6.0,7.6,-0.3,14.8,-3.5,-3.7
CC(=O)NCCNc1nc2cc(-c3ccccc3C)sc2c(=O)n1C,0.1,-18.5,/,-38.9,/,-11.7,-6.8,-0.4,-21.8,14.5,/
Cc1sc(NC(=O)C2CCCC2)c(C#N)c1C,-1.1,-18.1,-12.1,38.4,-0.2,-4.8,-10.5,0.0,-5.9,-2.3,-7.8
O=C(NC1CCCC1)C1CC(=O)N(c2ccccc2)C1 (stereo unspecified),-0.2,6.6,5.8,6.1,3.1,-2.7,5.0,0.0,6.0,-4.7,34.2
Cn1nnnc1SCC(=O)Nc1ccccc1C(=O)NCc1ccccc1,2.1,14.2,15.7,-16.1,-2.9,-7.9,5.7,1.0,10.3,1.3,6.7
c1nc(NC2CCCC2)c2[nH]cnc2n1,-1.2,18.1,-14.0,-7.0,4.7,-9.4,-7.0,0.1,5.7,-3.3,-7.3
O=C(C1CCCN(Cc2ccc(F)cc2)C1)N1CCCCC1 (stereo unspecified),-0.5,6.7,1.9,1.7,4.3,-2.2,9.1,0.1,12.8,-3.5,-9.1
CCOc1ccc(Br)cc1S(=O)(=O)Nc1ccc(C(=O)Nc2ccccc2OC)cc1,-0.2,19.8,0.7,-16.3,2.3,-5.7,-0.7,-0.1,7.2,-2.1,-16.7
COCCn1c(SCC(=O)N2CCCC2)nnc1-c1ccco1,0.0,1.2,3.0,-9.5,8.3,-4.4,-15.7,0.1,12.7,-2.2,15.1
O=C(Nc1ccc2c(c1)OCO2)C1CC(=O)N(c2ccc(F)cc2)C1 (stereo unspecified),0.0,-4.6,1.9,-14.0,-2.2,-2.7,-6.1,-0.1,-7.2,8.8,13.2
CCCn1c(SCC(=O)NCc2ccco2)nc2c1c(=O)n(C)c(=O)n2C,-1.5,5.5,5.0,-21.5,6.5,-4.6,-6.5,0.0,24.4,-2.0,11.1
CCOc1ccc2cc(C#N)c(SCC(=O)N3CCOCC3)nc2c1,-2.7,-215.7,-60.0,-32.9,7.5,-2.9,-12.2,-0.1,-187.6,1.3,4.8
Cc1c(NC(=O)C(C)OC(=O)c2cccs2)c(=O)n(-c2ccccc2)n1C (stereo unspecified),3.2,8.6,7.8,-10.2,-0.4,6.4,-0.4,-0.2,11.9,-4.1,1.5
O=C(Nc1ncc2c(n1)CC(c1ccccc1)CC2=O)c1ccco1 (stereo unspecified),-3.6,20.3,-2.0,3.2,4.0,-6.6,-3.4,2.6,-3.4,-0.1,-15.4
CCCC(O)(CCC)C(=O)NNc1ccccc1,-3.0,8.9,-2.2,6.8,0.2,-1.1,5.9,-0.1,6.6,-0.6,28.1
COC(=O)c1cc(C)ccc1/C=C1/Cc2c(C)cc(C)cc2C1=O,1.4,0.6,-9.7,6.9,/,-5.6,-6.8,0.0,-10.0,3.3,-11.7
O=C(Nc1ccccc1)/C(=C\c1ccncc1)NC(=O)c1ccccc1,3.5,-27.5,-8.1,-15.1,-4.3,-5.2,-8.1,0.0,-21.5,-0.3,4.1
CN(C)CCNC(=O)CCCNC(=O)Cn1cnc2sc3c(c2c1=O)CCCC3,-3.1,7.5,1.0,4.6,-0.9,-3.8,2.7,0.0,0.7,-0.4,11.8
Cc1ccc(Cn2nc(C)c(NC(=O)CSc3n[nH]c(C)c3[N+](=O)[O-])c2C)cc1,0.1,3.4,4.1,9.0,0.8,-12.1,8.3,-0.2,2.7,-2.3,-0.3
CC1NC(=O)c2ccccc2-n2c1nc1ccc(F)cc1c2=O (stereo unspecified),-1.2,13.8,/,-18.5,/,-6.1,-13.8,-0.2,1.4,-1.2,-19.8
COc1ccccc1Oc1nc([N+](=O)[O-])nn1CC(N)=O,-0.8,10.6,11.5,-2.9,3.3,8.9,-3.1,0.2,18.2,1.2,-5.4
CC(=O)c1cccc(NS(=O)(=O)c2csc(C(N)=O)c2)c1,-0.1,13.2,6.1,1.8,-1.7,-17.4,3.1,0.1,17.5,3.6,-5.1
COc1ncccc1-c1nnn(-c2ccccc2Br)n1,-1.0,-121.5,-15.0,4.7,0.3,-9.8,-3.5,-0.1,-185.5,-3.6,2.1
O=C1c2ccccc2C(Nc2ccccc2)N1Cc1ccc2c(c1)OCO2 (stereo unspecified),-0.2,14.7,7.6,-5.0,-1.1,-5.4,-7.6,0.2,19.8,0.2,-2.2
COc1ccc(CCCNC(=O)C2Cc3c(-c4cccc(C(N)=O)c4)ccnc3O2)cc1 (stereo unspecified),-1.2,14.7,/,1.5,/,-5.2,-0.9,0.1,8.9,4.7,-4.5
CN(C)N1C(=O)CC(N2CCCC2)C1=O (stereo unspecified),-0.1,4.6,-23.8,0.7,5.5,-5.6,-2.8,0.1,4.0,0.1,-22.7
Brc1ccccc1-c1ccccc1,1.1,-2.5,1.1,2.1,2.1,/,/,0.1,1.4,-5.1,0.6

Ordered by value in PDI inh (descending): three of the compounds above
mol | Peg3 prom inh | TRPM1 prom inh | NR2E3 ag-1 | NR2E3 ag-2 | CaV13 ICDI inh | PDI inh | aDG glyco act | HIF-2a block | Exocytosis inh | Vif imaging
CCCC(O)(CCC)C(=O)NNc1ccccc1 | 8.9 | -2.2 | 6.8 | 0.2 | -1.1 | 5.9 | -0.1 | 6.6 | -0.6 | 28.1
O=C(Nc1ncc2c(n1)CC(c1ccccc1)CC2=O)c1ccco1 (stereo unspecified) | 20.3 | -2.0 | 3.2 | 4.0 | -6.6 | -3.4 | 2.6 | -3.4 | -0.1 | -15.4
CCOc1ccc2cc(C#N)c(SCC(=O)N3CCOCC3)nc2c1 | -215.7 | -60.0 | -32.9 | 7.5 | -2.9 | -12.2 | -0.1 | -187.6 | 1.3 | 4.8

Remaining list, next part.
structure,iPSC survival up,Peg3 prom inh,TRPM1 prom inh,NR2E3 ag-1,NR2E3 ag-2,CaV13 ICDI inh,PDI inh,aDG glyco act,HIF-2a block,Exocytosis inh,Vif imaging
CCCNS(=O)(=O)c1ccc(OCC(=O)N2CCN(c3ccccc3)CC2)cc1,-0.2,14.9,-7.2,1.4,1.7,-5.0,3.1,-0.1,22.5,-0.4,-7.3
CS(=O)(=O)Nc1cccc(NC(=O)C2Cc3c(-c4ccco4)ccnc3O2)c1 (stereo unspecified),1.4,38.8,/,36.7,/,23.2,-3.3,0.2,20.9,10.6,-8.7
COc1ccc(S(=O)(=O)n2nc(OC(=O)c3c(-c4ccccc4Cl)noc3C)cc2N)cc1,3.9,3.5,8.3,-3.8,3.7,-5.1,-2.2,0.1,17.1,32.9,-8.2
CCCCCn1c(=O)[nH]c2cc(C(=O)NCc3ccc4c(c3)OCO4)ccc2c1=O,-0.5,19.3,0.6,-1.3,0.3,-4.8,21.7,0.1,2.2,-2.1,-0.3
Cc1cccc(OCC(=O)N(Cc2ccc(C)o2)C2CCS(=O)(=O)C2)c1 (stereo unspecified),-0.4,-17.5,9.7,0.0,1.8,-2.1,2.8,-0.1,16.7,-0.1,3.3
CCc1ccc2ncc(C(=O)c3ccccc3)c(N3CCOCC3)c2c1,-0.4,25.8,/,9.8,0.9,/,/,-0.3,6.4,7.9,2.9
CCOCCc1nnc(NC(=O)c2cc(OC)c(OC)cc2[N+](=O)[O-])s1,-0.6,5.1,12.5,-4.1,2.7,-5.9,0.7,0.0,14.8,-3.6,0.8
CN(C)CCSc1nc2cc(S(=O)(=O)N3CCCCC3)ccc2o1,-0.2,-3.9,-0.5,-23.9,/,-5.6,0.1,0.0,9.0,0.5,-3.2
CCOc1ccc(N2C(=O)CC(Cc3ccc(Br)cc3)C2=O)cc1 (stereo unspecified),0.0,17.7,-0.1,-31.1,1.0,-6.1,-1.6,0.4,4.5,-1.6,-3.6
CN(CC(=O)NC(c1ccccc1)c1ccccc1)Cc1nc2ccccc2c(=O)[nH]1,0.1,16.1,11.8,-0.7,0.2,/,-7.9,0.4,24.9,-4.0,12.0
O=C(c1cccs1)N1C[C@H](n2cc(-c3ccc(F)cc3)nn2)[C@@H](O)C[C@@H]1c1ccc(Cl)cc1,0.4,1.4,/,-25.6,/,-3.5,24.0,-0.1,0.3,-5.5,-2.3

Individual results from above:
Result of CCOCCc1nnc(NC(=O)c2cc(OC)c(OC)cc2[N+](=O)[O-])s1 under TRPM1 prom inh: 12.5
Result of CCCCCn1c(=O)[nH]c2cc(C(=O)NCc3ccc4c(c3)OCO4)ccc2c1=O under aDG glyco act: 0.1
Result of Cc1cccc(OCC(=O)N(Cc2ccc(C)o2)C2CCS(=O)(=O)C2)c1 (stereo unspecified) under NR2E3 ag-2: 1.8
Result of CN(CC(=O)NC(c1ccccc1)c1ccccc1)Cc1nc2ccccc2c(=O)[nH]1 under HIF-2a block: 24.9

No enrichment for hits; any-hit rate near 3.5%.
